D3 antag = blocks the human D3 dopamine receptor | P35462 | 360,000 tested, 2.5% active | D3R cells, DiscoveRx beta-arrestin luminescence, antagonist mode; stronger effect = lower value | max response, negative = inhibition, %; in the data active means max response below about -50%; inconclusive means no clear call, values can overlap the other calls; further: on the % scale 0 is the no-effect control and ±100 the full control effect; mostly tested at two doses, the higher about 12 µM
Target sequence (P35462 whole entry, looked up): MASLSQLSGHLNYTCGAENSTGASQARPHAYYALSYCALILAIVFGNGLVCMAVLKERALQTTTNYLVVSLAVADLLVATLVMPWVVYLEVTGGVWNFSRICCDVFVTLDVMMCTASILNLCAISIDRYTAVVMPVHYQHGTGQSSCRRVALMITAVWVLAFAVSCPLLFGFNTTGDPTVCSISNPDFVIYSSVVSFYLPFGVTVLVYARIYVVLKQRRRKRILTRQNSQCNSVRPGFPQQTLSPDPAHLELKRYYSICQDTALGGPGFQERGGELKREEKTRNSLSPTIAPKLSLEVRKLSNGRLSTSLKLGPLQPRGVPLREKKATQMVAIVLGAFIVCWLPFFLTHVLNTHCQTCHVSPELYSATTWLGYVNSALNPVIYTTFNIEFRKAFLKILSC
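Cells expressing the human receptor were seeded at 1500 cells/well, incubated overnight at 37 degrees C in 5% CO2, then exposed to library compounds with dopamine controls for 90 minutes at 37 degrees C before luminescent detection.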
GLP1R ag = activates the human GLP-1 receptor. 380,000 tested, 0.007% active. HEK293 GLP-1R CRE-luciferase, luminescence, 4-6 h; cells express a hypersensitive GLP-1R form. Potency, µM (top dose mostly 45.6 µM), for inactives: at the highest dose activation, actives largely listed as activators. P43220; further: potency means the concentration at half of the fitted maximal effect; % of control where 0% means no effect
Target sequence (P43220 whole entry, looked up): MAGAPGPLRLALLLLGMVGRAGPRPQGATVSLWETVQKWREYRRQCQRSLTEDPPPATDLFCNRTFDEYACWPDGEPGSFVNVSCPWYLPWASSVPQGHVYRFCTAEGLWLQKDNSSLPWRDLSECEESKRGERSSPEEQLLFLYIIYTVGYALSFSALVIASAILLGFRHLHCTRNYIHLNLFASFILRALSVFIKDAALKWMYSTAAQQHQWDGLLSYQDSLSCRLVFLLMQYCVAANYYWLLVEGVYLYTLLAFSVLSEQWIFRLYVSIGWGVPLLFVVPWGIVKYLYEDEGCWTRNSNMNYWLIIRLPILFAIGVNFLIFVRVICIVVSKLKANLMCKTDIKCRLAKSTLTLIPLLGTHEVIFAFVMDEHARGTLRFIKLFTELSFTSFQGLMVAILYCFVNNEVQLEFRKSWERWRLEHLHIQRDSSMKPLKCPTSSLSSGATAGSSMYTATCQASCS
PTHR1 ag = PTHR1 (human) receptor agonism | 410,000 tested, 0.075% active | HEK293 GP2 PTHR1 cells, GloSensor cAMP luminescence, 1 h | AID 743266 | Potency, µM (top dose mostly 115 µM), without a hit: at the top dose activation, usual class: activators | Q03431; further: potency means the concentration at half of the fitted maximal effect; nearly all actives have a fitted effect of over 55% in size; some results filed as inactive show a strong effect at the top dose; inactives centre near -15; many of its hits are not listed in these tables
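HEK-293-derived GP2 cells expressing PTHR1 and a GloSensor cAMP reporter, 3,000/well, plated overnight, given luciferin plus IBMX (each 0.5 mM as added) for 1 h at 37 °C, then compound for 1 h at 37 °C. Luminescence was read after 15 min at room temperature.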
TDP-43 yeast inh = inhibitors of TDP-43 toxicity in yeast; Potency, µM (doses to about 46.1 µM), without a hit: top-dose growth rescue (activation), most hits filed as activators; 410,000 tested, 1.8% active; AID 652104; TDP-43 expressing yeast growth rescue, BacTiter-Glo, 24 h; further: potency means the concentration at half of the fitted maximal effect; % of control where 0% means no effect; nearly all actives have a fitted effect of over 50% in size
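In this qHTS, compounds that restore growth of yeast expressing TDP-43 appear as activators. Cells (OD600=0.02, galactose medium, raffinose-pregrown) are incubated with compound 24 hr at 30 deg C and growth is quantified by BacTiter-Glo.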
aSyn rescue = rescues yeast growth from alpha-synuclein toxicity. Yeast expressing alpha-synuclein, growth rescue, BacTiter-Glo, 24 h. Potency, µM (series often up to 46.1 µM), for the others: at the top dose growth rescue (activation), usual class: activators. 370,000 tested, 0.14% active. AID 652106; further: potency means the concentration at half of the fitted maximal effect; % of control where 0% means no effect; nearly all actives have a fitted effect of over 65% in size
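Galactose-induced alpha-syn yeast (OD600=0.02, raffinose-pregrown) + pinned cpd, 24 hr, 30 deg C; growth by BacTiter-Glo luminescence. Growth restoration scores as activation.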
FUS yeast rescue = FUS proteinopathy suppression in yeast | S. cerevisiae FUS-expressing, growth rescue, OD600, 24 h | Potency, µM (doses to about 76.6 µM), without a hit: at the top dose growth rescue (activation), most hits filed as activators | 390,000 tested, 0.24% active;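 further: potency means the concentration at half of the fitted maximal effect; plate controls were DMSO vehicle for no effect and reference control for full effect; nearly all actives have a fitted effect of over 55% in size; some results filed as inactive show a strong effect at the top dose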
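Quantitative HTS measuring growth restoration of FUS-toxic yeast. Galactose-induced cells (OD 0.005) were exposed 24hr at 30C to compounds at several concentrations, then absorbance at 600 nm was recorded.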
pAkt inh = inhibitors of Akt phosphorylation. Neuro2A IGF-stimulated pAkt S473 HTRF, 20 min; stronger effect = lower value. activity change, % for hits at 50 µM. 360,000 tested, 0.32% active. AID 651550; in the data active means activity change below about -80%; inconclusive means mostly about -51% to -80%; further: on the % scale 0 is the no-effect control and ±100 the full control effect
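Neuro2A cells (4,500/well, DMEM with 0.5% FBS) were treated with compound at a single 50 µM final concentration, stimulated with 6 nM IGF for 20 min at 37 °C, and lysed. Phospho-Akt Ser473 was read by HTRF as 665/615 ratio ×10^4.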
GLP-1R inv ag = GLP-1 receptor (human) inverse agonism; HEK293 GLP-1R CRE-luciferase, luminescence, 24 h; GLP-1R form is constitutively active; Potency, µM (series often up to 38.3 µM), for the others: at the top dose activity change, negative = inhibition, usual class: inhibitors; 410,000 tested, 1.6% active; further: potency means the concentration at half of the fitted maximal effect; on the % scale 0 is the no-effect control and ±100 the full control effect; nearly all actives have a fitted effect of over 55% in size
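Seeding at 200 cells/uL, 12 h culture, 24 hr compound treatment, then luciferase reagent and a luminescence read; cells are HEK293 stably expressing a constitutively active GLP-1R plus cAMP-responsive luciferase.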
Abeta rescue = compounds reversing amyloid beta toxicity in yeast. yeast expressing A-beta42, growth rescue, OD600, 48 h; response scale: 0% DMSO, 100% iron-clioquinol control. Potency, µM (highest dose often 46.1 µM), inactives show at the highest dose growth rescue, hits mostly activators. 410,000 tested, 0.063% active. AID 1347071; further: potency means the concentration at half of the fitted maximal effect; nearly all actives have a fitted effect of over 55% in size
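Growth rescue measured by 600 nm absorbance after 48 h yeast culture at 30 C with compound. Values normalized between DMSO and an equimolar ferric chloride plus clioquinol control.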
* hit, by the source's call; i = inactive; ? = inconclusive; / = not tested or not shown; & = joins results of further samples; [ ] = dose if it differs, or a comment. Unless noted, the call rests on the fitted dose curve; in most records, active means well fitted curve in the direction sought with a large enough effect; inconclusive means small, poorly fitted or top-dose-only effect, or another doubt; inactive means no such curve, though single readings can be large; an effect the other way counts as inactive or inconclusive.

SMILES	D3 antag	PTHR1 ag	pAkt inh	TDP-43 yeast inh	GLP-1R inv ag	Abeta rescue	aSyn rescue	FUS yeast rescue	GLP1R ag
COc1cccc(CNC(=O)C2CCN(S(=O)(=O)c3ccc4c(c3)OCCO4)CC2)c1	-18	-2%	i	10%	0%	-2%	4%	24%	-2%
Cc1ccc(-n2c(Cc3cccn3C)nnc2SCC(N)=O)cc1	7	-3%	i	-23%	0%	5%	-13%	16%	12%
O=C(CSc1n[nH]c(-c2cc(Cl)ccc2Cl)n1)NCCN1C(=O)CSC1=O	8	-5%	i	7%	-12%	?	9%	-5%	15%
Cc1noc(C)c1CSCC(=O)NCCN1C(=O)S/C(=C\c2ccccc2F)C1=O	7	-27%	i	?	-13%	13%	7%	15%	0%
Cc1ccccc1NC(=O)Cn1c(O)c(N=NC(=O)c2ccccc2O)c2ccccc21	0	-17%	i	15%	-1%	7%	-9%	/	-30%
CC(C)CCn1c(SCc2cccc(F)c2)nc2ccsc2c1=O	/	i	/	9%	?	4%	/	14%	/
Cn1c(Cc2ccc3c(c2)OCO3)nnc1SCC(=O)N1CCc2ccccc2C1	-20	i	/	-12%	-1%	-3%	5%	24%	4%
Nc1c(Br)cc2oc(-c3ccccc3)nc2c1Br	-23	i	i	-8%	24%	-10%	6%	0%	-1%
C[C@H](NC(=O)c1nc[nH]c1C(=O)NC[C@@H](C)O)c1ccccc1	22	i	i	17%	21%	-2%	-13%	7%	2%
O=C(CN1N=C(c2ccccc2)CCC1=O)NCc1ccccc1	-6	i	i	10%	3%	-12%	1%	-2%	3%
CC(=O)c1c(C)[nH]c(C(=O)CSc2nnc(N)s2)c1C	1	i	i	-19%	30%	1%	3%	13%	18%
C=C(C)CSc1nc2sc3c(c2c(=O)n1Cc1ccccc1)CC(C)(CC)OC3 (configuration not stated)	/	i	/	2%	?	1%	/	12%	/
O=C(OCc1cn([C@@H]2C[C@H](c3ccccc3)N(Cc3cccs3)C[C@H]2O)nn1)c1ccccc1	18	i	i	16%	11%	6%	10%	6%	-7%
CC(=O)Nc1cc2c3ccccc3n(C)c2cc1[N+](=O)[O-]	-13	i	i	-23%	23%	-14%	-12%	39%	2%
Cc1ccc(S(=O)(=O)CC(=O)c2ccc([N+](=O)[O-])cc2)cc1	-4	i	i	19%	-13%	20%	5%	19%	-3%
CCn1nc(C)c(NC(=O)c2cnn3c(C(F)F)cc(-c4ccccc4)nc23)c1C	7	-35%[inhibitor]	i	-24%	80%[activator]	-30%	6%	27%	25%
O=C(O)CSc1nc(-c2ccccc2)c(-c2ccccc2)[nH]1	4	-21%	i	14%	11%	/	-8%	7%	-6%
Cc1cc(NC(=O)COC(=O)C2CC2)ccc1Br	-2	-25%	i	?	?	14%	-1%[1.84 µM]	-15%	-1%
O=C1c2ccccc2C(=O)N1CC1c2ccccc2CCN1S(=O)(=O)c1ccccc1 (configuration not stated)	4	i	i	4%	-18%	3%	0%	-5%	-2%
CC1(c2ccc3c(c2)OCO3)NC(=O)N(CC(=O)Nc2ccccc2)C1=O (configuration not stated)	0	-5%	i	18%	2%	8%	-1%	1%	-11%
CCOC(=O)c1c(-c2ccccc2)csc1NC(=O)c1cc(S(=O)(=O)N2CCOCC2)ccc1C	38	i	i	12%	-15%	5%	1%	27%	9%
COc1nsnc1NS(=O)(=O)c1ccc(NC(=S)NC(=O)c2ccncc2)cc1	-30	13%	i	6%	5%	10%	0%	15%	-6%
COc1ccccc1N1C(=O)N(CC(=O)C(C)(C)C)c2ccccc2S1(=O)=O	-16	-7%	i	9%&9%	7%&11%	-2%&-1%	-4%	-6%&-7%	3%&-2%
CCN(CC)S(=O)(=O)c1ccc(C)c(C(=O)Oc2cccc(-c3cnc4ccccc4n3)c2)c1	8	-17%	i	-3%[0.397 µM]	3%	8%	0%	-2%	22%
COc1ccc2[nH]c(=O)c(-c3noc(-c4ccccc4)n3)cc2c1	41	-1%[57.5 µM]	i	-6%	59%[activator]	-10%	4%	6%	7%
CNCCCc1[nH]nc(N)c1C#N	29	i	i	-13%	18%	7%	0%	/	18%
O=C(NNc1ccc(-c2csnn2)cc1)c1cc(Cl)cc(Cl)c1	-8	i	i	13%	?	15%	19%	3%	2%
O=C(NN1C(=O)/C(=C/c2cccs2)SC1=S)c1ccncc1	-9	i	i	4%	9%	-16%	-3%	-9%	-1%
O=C(COC(=O)c1ccc(F)cc1Cl)NC1CCCCCCC1	-3	-22%	i	-13%	?	-24%	9%	35%	22%
COc1ccc(NC(=O)CN(C)C(=O)C23CC4CC(CC(C4)C2)C3)cc1	2	i	i	-3%	?	28%	8%	14%	-1%
COc1ccc(N2CC(NC(=O)C3CCCCC3)CC2=O)cc1 (configuration not stated)	/	i	/	4%	7%	-7%	/	-8%	/
Cc1ccc(C(=O)N2CCN(S(=O)(=O)c3ccccc3)CC2)cc1	2	-31%[inhibitor]	i	?	10%	19%	0%	-13%	2%
Cc1ccc(-n2cnc3c(sc4nccc(N(C)C)c43)c2=O)cc1	-16	-8%	i	19%	-30%	-15%	15%	-3%	6%
Cc1cc(C(=O)OC(C)C(=O)NC2CCCCC2)c(C)o1 (configuration not stated)	-8	i	i	-11%	-24%	-16%	-1%	/	-3%
C=CCn1c(N)c(C(=O)OCC(C)C)c2nc3ccccc3nc21	-12	-16%	i	22%	?	17%	0%	17%	-1%
Cc1ccc(NC(=O)C(=O)NCC(c2cccnc2)N2CCOCC2)cc1Cl (configuration not stated)	/	-13%	/	14%	-6%	-13%	/	13%	/
O=C(O)CN=CC1=C(O)CC(c2ccccc2)CC1=O (configuration not stated)	17	i	i	-12%	-12%	8%	?	-26%	2%
Cc1cccc(NC(=O)C2CCN(S(=O)(=O)c3ccc4c(c3)OCCO4)CC2)n1	-54*	-18%	i	30%	1%	13%	-1%	23%	-5%
COc1cc(S(=O)(=O)Nc2ccncc2)ccc1F	-7	-17%	i	19%[9.22 µM]	-13%[7.66 µM]	-12%	0%	-4%	0%
CNC(=O)c1ccccc1NC(=O)C1CC(=O)N(c2ccc(OC)cc2)C1 (configuration not stated)	-6	i	i	-19%	21%	5%	-3%	6%	0%
CCOc1ccc(-c2nc(CN3CCCCC3CCn3cccn3)c(C)o2)cc1 (configuration not stated)	-17	?	i	-18%	?	-3%	0%	1%	-5%
CCOc1ccc(C(c2c(O)cc(C)n(CCOC)c2=O)N2CCC(C)CC2)cc1 (configuration not stated)	/	-20%	/	16%	10%	-4%	/	5%	/
CC(c1ccon1)N(C)C(=O)c1ccc2nc(Cc3cccc(Cl)c3)oc2c1 (configuration not stated)	-10	-33%[inhibitor]	i	30%	-4%	8%	9%	?	-6%
CCOC(=O)c1c(NC(=O)CC2Nc3ccccc3NC2=O)sc(C)c1C (configuration not stated)	-21	i	i	-7%	4%	-3%	0%	13%	3%
CCn1cc(S(=O)(=O)NC(C)c2cc(OC)ccc2OC)cn1 (configuration not stated)	11	i	i	2%	18%	3%	-1%	-14%	-3%

A portion of the library; count on the stated rates, not on these rows.
